Bioassay records from PubChem BioAssay.
GALK inhibitor – galactokinase (human) inhibition; Purified GALK, Kinase-Glo residual ATP luminescence; AID 1868; Potency, µM (highest dose often 57.5 µM), for the others: at the top dose activity change, negative = inhibition, usual class: inhibitors; 0.007% of 270,000 active; further: potency means the concentration at half of the fitted maximal effect; on the % scale 0 is the no-effect control and ±100 the full control effect
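Kinase-Glo Plus luminescence measured ATP left after a 1 h room-temperature reaction. The reaction used 5 nM GALK, 100 uM galactose and 35 uM ATP at pH 8.0 (20 mM HEPES, 5 mM MgCl2, 60 mM NaCl, 1 mM DTT, 0.01% BSA).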
TSG101-PTAP inh – blocks PTAP/TSG101 interaction to inhibit HIV-1 budding; Q99816; Potency, µM (titrated, usually from 115 µM), inactives show at the top dose activity change, negative = inhibition, usual class: inhibitors; Fluorescence polarization, FITC-PTAP peptide / Tsg101 binding; 340,000 tested, under 10 active; active means well fitted inhibition curve with a large enough effect in the main read-out, with a control signal flat, not every such curve was filed as active; inconclusive means small, poorly fitted or top-dose-only effect, or effect the other way, or a change in a side signal; inactive means no such curve, though single readings can be large or run the other way; further: potency means the concentration at half of the fitted maximal effect; % of control where 0% means no effect
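Fluorescence polarization binding of Tsg101 binding domain (10 uM final) to FITC-labeled PTAP peptide (50 nM final) in HEPES pH 7.5 buffer with NaCl, Tween 20, EDTA, TCEP. Compounds added before peptide; binding 20 min at RT.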
Giardia kill – kills Giardia lamblia. Giardia lamblia trophozoite viability. activity change, % at 7.66 µM, hits read low. 0.15% of 340,000 active. AID 540267; in the data active means activity change below about -80%; inconclusive means between about -30% and that limit;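 further: parasites exposed to compound for two days anaerobically before the ATP read; on the % scale 0 is the no-effect control and ±100 the full control effect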
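Viability, read as ATP luminescence: trophozoites at 100 cells/well, compound added, 48 hrs anaerobic at 37 deg C, then 15-30 min room-temperature development before reading.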
BCR signal inh – chronic active BCR signaling inhibition; 0.05% of 340,000 active; ABC-DLBCL IkBa-CBG/CBR reporter, luminescence ratio, 4 h; AID 493014; Potency, µM (top dose mostly 46.1 µM), inactives show at the top dose ratio change, negative = lower green/red ratio, actives largely listed as inhibitors; active means well fitted inhibition curve with a large enough effect in the signal ratio, with a control signal flat, not every such curve was filed as active; inconclusive means small, poorly fitted or top-dose-only effect, or effect the other way, or a change in a side signal; the % refers to the signal ratio;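 further: potency means the concentration at half of the fitted maximal effect; plate controls were basal doxycycline-induced cells for no effect and cells given 10 µM MG132 for full effect; MG132 reads +100%, hits lower the ratio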
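Compounds up to 46 uM were incubated four hours with TMD8 cells whose green CBG68 luciferase is fused to IkappaBalpha; red CBR luminescence normalised the signal, and concentration-effect curves were fitted to fusion, red and ratio data.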
S-ASM inh – human S-ASM enzyme inhibition; 0.006% of 340,000 active; P17405; Potency, µM (top dose mostly 57.5 µM), without a hit: at the top dose activity change, negative = inhibition, most hits filed as inhibitors; placental ASM, HMU-PC fluorogenic substrate, 60 min; further: potency means the concentration at half of the fitted maximal effect
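Fluorescence read-out (Ex 386 nm, Em 447 nm) after stopping the reaction at pH 10. Enzyme: ASM from human placenta; substrate HMU-PC0, 9 uM final; 60 min, 37 °C. Compound preincubation 10 min, ambient temperature.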
B2AR arrestin – agonists driving beta-arrestin recruitment to human beta2-adrenergic receptor. 0.02% of 330,000 active. P07550. beta-arrestin recruitment to beta2AR, cell-based reporter. Potency, µM (doses to about 46.1 µM), for inactives: top-dose activation, actives largely listed as activators;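 further: potency means the concentration at half of the fitted maximal effect; 0% = DMSO controls and full agonism = EC100 isoproterenol or metaproterenol; nearly all actives have a fitted effect of over 65% in size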
FBPA coupling cs – inhibits coupling enzyme system, counter-screen for aldolase hits. coupling enzyme system counterscreen, AmpLite Red fluorescence. AID 2472. activity change, negative = inhibition, % at 58.2 µM, hits read low. 0.67% of 290,000 active; in the data active means activity change below about -30%; further: on the % scale 0 is the no-effect control and ±100 the full control effect
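Fluorescence at 525 nm excitation and 598 nm emission measured inhibition of the coupled detection system without aldolase. Compounds (at 57.5 uM final) were preincubated 10 min at room temperature with coupling enzyme reagent before a 20 min substrate/AmpLite Red step.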
Integrin act MD – activators of alpha7 integrin expression for muscular dystrophy. alpha7betagal myoblasts, beta-gal FDG fluorescence, 48 h. Potency, µM (highest dose often 38.3 µM), for inactives: at the highest dose activation, hits mostly activators. 0.064% of 350,000 active;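 further: potency means the concentration at half of the fitted maximal effect; 100% = response of the positive control SU9516; nearly all actives have a fitted effect of over 60% in size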
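alpha7betagal+/- myoblasts (passage 13, 250/well) treated 48 h at 37C with compounds at 1:260 dilution of DMSO stock. Lysed, then beta-galactosidase activity read as FDG fluorescence (ex 480/em 540) after 30 min, with pre-read for autofluorescence.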
Menin-MLL TR inh – menin-MLL binding inhibition, Texas Red mutant peptide | Menin + Texas Red MLL mutant peptide, fluorescence polarization | O00255 | AID 1768 | Potency, µM (highest dose often 61.6 µM), without a hit: top-dose FP activity change, negative = inhibition, most hits filed as inhibitors | 0.23% of 270,000 active; active means well fitted inhibition curve with a large enough effect in the polarisation, with a control signal flat, not every such curve was filed as active; inconclusive means small, poorly fitted or top-dose-only effect, or effect the other way, or a change in a side signal; inactive means no such curve, though single readings can be large or run the other way; the % refers to the polarisation; further: potency means the concentration at half of the fitted maximal effect; % of control where 0% means no effect; many of its hits are not listed in these tables
Target sequence (O00255 whole entry, looked up): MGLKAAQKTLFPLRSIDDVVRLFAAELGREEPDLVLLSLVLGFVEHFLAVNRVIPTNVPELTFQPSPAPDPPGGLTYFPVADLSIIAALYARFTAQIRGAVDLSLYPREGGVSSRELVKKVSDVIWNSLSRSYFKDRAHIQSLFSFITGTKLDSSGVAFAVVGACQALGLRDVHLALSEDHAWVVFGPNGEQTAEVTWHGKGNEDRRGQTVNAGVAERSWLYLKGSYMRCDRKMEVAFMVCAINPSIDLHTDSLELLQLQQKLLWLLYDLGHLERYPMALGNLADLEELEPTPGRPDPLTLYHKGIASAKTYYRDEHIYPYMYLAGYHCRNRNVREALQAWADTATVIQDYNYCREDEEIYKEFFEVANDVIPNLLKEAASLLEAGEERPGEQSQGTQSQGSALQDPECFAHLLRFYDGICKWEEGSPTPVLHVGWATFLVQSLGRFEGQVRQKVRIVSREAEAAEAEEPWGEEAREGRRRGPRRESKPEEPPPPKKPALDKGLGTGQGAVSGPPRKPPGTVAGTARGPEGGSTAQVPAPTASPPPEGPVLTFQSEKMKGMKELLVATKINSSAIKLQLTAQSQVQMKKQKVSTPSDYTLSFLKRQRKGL
Tb PFK inh – T. brucei PFK enzyme inhibition; O15648; T. brucei PFK, ADP-Glo luminescence; Potency, µM (doses to about 57.5 µM), for the others: top-dose activity, negative = inhibition, actives largely listed as inhibitors; 0.17% of 330,000 active; AID 485367;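 further: potency means the concentration at half of the fitted maximal effect; 0% = uninhibited 1x PFK enzyme wells and -100% = no-enzyme wells; nearly all actives have a fitted effect of over 60% in size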
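PFK 1.25 nM, F6P 0.5 mM, ATP 0.1 mM, 0.1 M TEA pH 8.0, 5 mM MgCl2, 0.01% Tween20, 0.1% BSA; 45 min RT. ADP-Glo readout. qHTS titration up to 57 uM; curves fitted, compounds curve-classed.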
PKM2 act – PKM2 (human) enzyme activation; Potency, µM (series often up to 57.5 µM), for inactives: at the top dose activation, actives largely listed as activators; 0.34% of 260,000 active; purified PKM2, Kinase-Glo ATP luminescence, activation; response scale: 0% is enzyme alone, no compound; P14618; further: potency means the concentration at half of the fitted maximal effect; on the % scale 0 is the no-effect control and ±100 the full control effect; nearly all actives have a fitted effect of over 55% in size
Target sequence (P14618 whole entry, looked up): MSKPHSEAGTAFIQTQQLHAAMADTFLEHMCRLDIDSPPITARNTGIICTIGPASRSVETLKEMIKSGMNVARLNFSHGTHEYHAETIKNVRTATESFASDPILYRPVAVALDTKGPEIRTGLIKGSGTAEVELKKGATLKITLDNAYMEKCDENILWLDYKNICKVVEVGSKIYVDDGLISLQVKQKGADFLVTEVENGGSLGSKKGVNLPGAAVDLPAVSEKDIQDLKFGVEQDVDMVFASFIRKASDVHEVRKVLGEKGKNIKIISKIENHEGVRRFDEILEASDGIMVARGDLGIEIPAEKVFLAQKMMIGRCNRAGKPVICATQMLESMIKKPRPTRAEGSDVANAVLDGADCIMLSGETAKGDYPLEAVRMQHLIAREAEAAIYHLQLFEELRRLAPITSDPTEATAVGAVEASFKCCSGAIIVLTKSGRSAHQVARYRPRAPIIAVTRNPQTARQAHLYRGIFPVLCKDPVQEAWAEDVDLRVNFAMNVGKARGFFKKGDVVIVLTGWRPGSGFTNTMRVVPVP
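hPK-M2, >95% pure; 0.1 mM ADP / 0.5 mM PEP final; imidazole pH7.2 buffer w/ 7 mM MgCl2, 50 mM KCl; 1 h RT; Kinase-Glo lum. Intermediate enzyme activity for dual inhibitor/activator qHTS.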
* = called active by the depositor. Unless noted, the call rests on the fitted dose curve; in most records, active means well fitted curve in the direction sought with a large enough effect; inconclusive means small, poorly fitted or top-dose-only effect, or another doubt; inactive means no such curve, though single readings can be large; an effect the other way counts as inactive or inconclusive. Not all compounds are listed; rates above refer to the full screens.

Results for COc1cc2c(=O)n(CCC(=O)NCC3CCCO3)c(=O)n(CC(=O)Nc3ccccc3C)c2cc1OC (centres undefined) ?
GALK inhibitor: -2%; TSG101-PTAP inh: -2%; Giardia kill: 14; BCR signal inh: -1%; S-ASM inh: 3%; B2AR arrestin: -0.5%; FBPA coupling cs: 1; Integrin act MD: 23%; Tb PFK inh: -1%

How did Cc1ccc(C)c(NC(=O)C2CC3c4ccccc4C2c2ccccc23)c1 (centres undefined) do in these assays?
TSG101-PTAP inh: 0%; Giardia kill: 9; BCR signal inh: -3%; S-ASM inh: 0%; B2AR arrestin: -0.8%; FBPA coupling cs: -6; Integrin act MD: -11%; Menin-MLL TR inh: inconclusive; Tb PFK inh: -4%; PKM2 act: 0%

Results for CCNS(=O)(=O)c1ccc(CCC(=O)Nc2ccc3c(c2)OCO3)cc1 ?
GALK inhibitor: -2%; TSG101-PTAP inh: 1%; Giardia kill: 2; BCR signal inh: -1%; S-ASM inh: 3%; B2AR arrestin: 0.3%; FBPA coupling cs: 2; Integrin act MD: 0%; Menin-MLL TR inh: -6%; Tb PFK inh: -7%; PKM2 act: -1%

How did Cc1c(C(=O)N2CCN(c3ccccn3)CC2)oc2c1C(=O)CC(C)(C)C2 do in these assays?
GALK inhibitor: 5%; TSG101-PTAP inh: -4%; Giardia kill: 11; BCR signal inh: 2%; S-ASM inh: 1%; B2AR arrestin: 0.2%; Integrin act MD: inconclusive; Tb PFK inh: 2%

How did COC(=O)c1ccccc1NC(=O)COC(=O)[C@H](C)NC(N)=O do in these assays?
TSG101-PTAP inh: -3%; Giardia kill: 4; BCR signal inh: inconclusive; S-ASM inh: 10%; B2AR arrestin: 0.1%; FBPA coupling cs: 5; Integrin act MD: -24%; Tb PFK inh: 4%; PKM2 act: -17%

Results for NC(=O)CN1C(=O)NC2(CCCc3sccc32)C1=O (centres undefined) ?
GALK inhibitor: 5%; TSG101-PTAP inh: -2%; Giardia kill: 9; BCR signal inh: 4%; S-ASM inh: -13%; B2AR arrestin: 0.0%; FBPA coupling cs: 2; Integrin act MD: -16%; Menin-MLL TR inh: -13%; Tb PFK inh: -1%

What do the screens show for `Cc1onc(-c2c(Cl)cccc2Cl)c1C(=O)N1CCN(c2ccc(F)cc2)CC1`?
GALK inhibitor: 1%; TSG101-PTAP inh: -1%; Giardia kill: 8; BCR signal inh: 3%; S-ASM inh: -5%; B2AR arrestin: -0.3%; FBPA coupling cs: -2; Integrin act MD: -3%; Menin-MLL TR inh: -6%; Tb PFK inh: -4%; PKM2 act: 2%

Results for CN(C)c1ccc(CC(=O)c2nc3ccccc3s2)cc1 ?
GALK inhibitor: 0%; TSG101-PTAP inh: -3%; Giardia kill: -21; BCR signal inh: inconclusive; S-ASM inh: -5%; B2AR arrestin: -2.3%; FBPA coupling cs: 0; Integrin act MD: 20%; Menin-MLL TR inh: 7%; Tb PFK inh: 1%; PKM2 act: -1%

Results for Cc1cc(-c2n[nH]c(=S)n2/N=C/c2cccc([N+](=O)[O-])c2)n[nH]1 ?
GALK inhibitor: 0%; TSG101-PTAP inh: 0%; Giardia kill: 2; BCR signal inh: 0%; S-ASM inh: -6%; B2AR arrestin: 2.4%; FBPA coupling cs: 1; Integrin act MD: -18%; Menin-MLL TR inh: 4%; Tb PFK inh: -3%; PKM2 act: -21%

Results for O=C(NCCN1CCOCC1)c1cc(-c2ccccc2)on1 ?
GALK inhibitor: -2%; TSG101-PTAP inh: -8%; Giardia kill: -3; BCR signal inh: 0%; S-ASM inh: 2%; B2AR arrestin: -0.2%; FBPA coupling cs: -4; Integrin act MD: -18%; Menin-MLL TR inh: -18%; Tb PFK inh: -3%; PKM2 act: -1%

What do the screens show for `COc1ccc(/C=C/C(=O)Nc2ccccc2)cc1OC`?
GALK inhibitor: 0%; TSG101-PTAP inh: 2%; Giardia kill: -7; S-ASM inh: -5%; B2AR arrestin: -0.7%; FBPA coupling cs: -12; Integrin act MD: 11%; Menin-MLL TR inh: inconclusive; Tb PFK inh: -2%; PKM2 act: 10%

How did CCOC(=O)N1CCN(C(=O)c2ccccc2NC(=O)c2ccc(F)cc2)CC1 do in these assays?
GALK inhibitor: 0%; TSG101-PTAP inh: 0%; Giardia kill: -26; BCR signal inh: 4%; S-ASM inh: 1%; B2AR arrestin: -0.9%; FBPA coupling cs: 1; Integrin act MD: 1%; Menin-MLL TR inh: -11%; Tb PFK inh: 1%; PKM2 act: -4%

Results for CCN1CCN(C(=S)NC(C)c2ccccc2)CC1 (centres undefined) ?
GALK inhibitor: 1%; TSG101-PTAP inh: 0%; Giardia kill: 0; BCR signal inh: 1%; S-ASM inh: 2%; B2AR arrestin: -0.2%; FBPA coupling cs: 0; Integrin act MD: -24%; Menin-MLL TR inh: -9%; Tb PFK inh: -2%; PKM2 act: -10%

Results for CCSc1nc(N2CCOCC2)c2c(c1C#N)CCCC2 ?
GALK inhibitor: 3%; TSG101-PTAP inh: -2%; Giardia kill: 11; BCR signal inh: inconclusive; S-ASM inh: -6%; B2AR arrestin: -0.5%; FBPA coupling cs: 15; Integrin act MD: -1%; Menin-MLL TR inh: -2%; Tb PFK inh: 4%; PKM2 act: 4%

Results for COc1cccc(N(CC(=O)Nc2ccccc2C(=O)N2CCCC2)S(C)(=O)=O)c1 ?
GALK inhibitor: -2%; TSG101-PTAP inh: -3%; Giardia kill: -2; BCR signal inh: 2%; S-ASM inh: -2%; B2AR arrestin: -0.4%; FBPA coupling cs: -3; Integrin act MD: inconclusive; Menin-MLL TR inh: 5%; Tb PFK inh: -9%

How did COc1ccc(-c2nnc(NC(=O)Cc3ccccc3)o2)cc1 do in these assays?
GALK inhibitor: 7%; TSG101-PTAP inh: 2%; Giardia kill: 9; BCR signal inh: -1%; S-ASM inh: 4%; B2AR arrestin: 0.0%; FBPA coupling cs: 2; Integrin act MD: -3%; Menin-MLL TR inh: 0%; Tb PFK inh: -2%

What do the screens show for `O=C1C(=O)N(CCN2CCOCC2)C(c2ccccn2)/C1=C(/O)c1ccc(Cl)cc1` (centres undefined)?
GALK inhibitor: -1%; TSG101-PTAP inh: -6%; Giardia kill: -4; BCR signal inh: inconclusive; S-ASM inh: 5%; B2AR arrestin: 0.1%; FBPA coupling cs: 2; Integrin act MD: 1%; Menin-MLL TR inh: -9%; Tb PFK inh: 2%; PKM2 act: 17%

Results for COc1ccc(NC2CCCN(C(=O)C3(C)CCCCC3)C2)cc1OC (centres undefined) ?
GALK inhibitor: 4%; TSG101-PTAP inh: -8%; Giardia kill: -3; BCR signal inh: -4%; S-ASM inh: 6%; B2AR arrestin: 0.3%; FBPA coupling cs: -13; Integrin act MD: 0%; Menin-MLL TR inh: -13%; Tb PFK inh: -3%

How did CCc1ccc(NC(=O)Nc2cc(C(=O)NCC3CCCO3)ccc2N2CC3CC(C2)c2cccc(=O)n2C3)cc1 (centres undefined) do in these assays?
GALK inhibitor: -2%; TSG101-PTAP inh: -2%; Giardia kill: -21; BCR signal inh: 1%; S-ASM inh: -6%; B2AR arrestin: -0.2%; FBPA coupling cs: -1; Integrin act MD: 15%; Menin-MLL TR inh: 0%; Tb PFK inh: -1%

What do the screens show for `Cc1noc(C)c1NC(=O)N(C)C[C@H]1Oc2ccc(NC(=O)NC3CCCCC3)cc2C(=O)N([C@H](C)CO)C[C@@H]1C`?
TSG101-PTAP inh: -6%; Giardia kill: 4; BCR signal inh: -3%; S-ASM inh: 2%; B2AR arrestin: -0.6%; Integrin act MD: -1%; Tb PFK inh: 0%

How did O=C(Nc1cc([N+](=O)[O-])ccc1C(=O)NCCN1CCOCC1)c1ccccc1 do in these assays?
GALK inhibitor: -6%; TSG101-PTAP inh: 1%; Giardia kill: 14; BCR signal inh: 6%; S-ASM inh: 0%; B2AR arrestin: -0.5%; Integrin act MD: 0%; Tb PFK inh: 0%; PKM2 act: -4%

How did Cc1c(-c2cccc(Cl)c2)nc2ccccc2c1C(=O)OCC(=O)Nc1ccc2c(c1)OCO2 do in these assays?
GALK inhibitor: 1%; TSG101-PTAP inh: 0%; Giardia kill: -3; BCR signal inh: inconclusive; S-ASM inh: -8%; B2AR arrestin: -0.3%; FBPA coupling cs: 0; Integrin act MD: 4%; Menin-MLL TR inh: inconclusive; Tb PFK inh: 7%; PKM2 act: 0%

Results for O=C(CN1CCOCC1)NNC(=O)c1ccc([N+](=O)[O-])cc1 ?
GALK inhibitor: -3%; TSG101-PTAP inh: 0%; Giardia kill: 6; BCR signal inh: 0%; S-ASM inh: 0%; B2AR arrestin: -0.7%; Integrin act MD: 9%; Tb PFK inh: 0%
